Source: PubChem
LGR2 inh = inhibitors of bursicon-induced LGR2 CRE-luciferase signal, primary screen, cell-based, HEK293, CRE-luciferase reporter, bursicon stimulation; Drosophila bursicon receptor LGR2 (rickets); bursicon-stimulated, 4 h; inhibition, % at 9.99 µM; 0.35% of 380,000 active; AID 720647, 2013;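 active = drop in luminescence signal, shown as inhibition above about 50% in the replicate tests, limit read from the data, passing the limit was not always enough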;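 note: agonist challenge used bursicon conditioned medium at about half maximal strength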
EWS-Fli block = EWS/Fli-driven NR0B1 reporter inhibitors, primary screen, A673 cells, NR0B1 luciferase, luminescence, MLPCN library | 0.67% of 350,000 active | inhibition, % at 12.6 µM | viability-normalised;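 active = mean inhibition of at least 50% after viability correction, with every replicate also passing that limit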;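 note: firefly luciferase signal divided by Alamar Blue viability fluorescence both relative to DMSO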
PAX8 reporter = inhibitors of PAX8-driven TPO luciferase reporter, primary screen, RMG-I cells, single concentration. SteadyGlo, 24 h. inhibition, % at 12.6 µM. AID 652154, 2013. 1.2% of 360,000 active;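 active = mean replicate inhibition at least 60% with every replicate also reaching 60%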;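 note: luciferase light reporting Pax8 driven TPO promoter activity; plate controls were median of neutral control wells for no effect and mitoxantrone controls for full effect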
CASP6 VEID inh = human caspase-6 inhibitors, primary screen, biochemical, VEID-R110 fluorescence, single point, set 2 | purified caspase-6, Z-VEID-R110 cleavage fluorescence | inhibition, % at 12.5 µM | P55212 | 0.53% of 350,000 active | AID 686996, 2013;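 active = mean inhibition across replicates at least about 35%, with every replicate also reaching that limit, limit read from the data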;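 note: 0% = median of neutral control wells and 100% = no fluorescence left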
Target sequence (P55212 24-179 limits assumed): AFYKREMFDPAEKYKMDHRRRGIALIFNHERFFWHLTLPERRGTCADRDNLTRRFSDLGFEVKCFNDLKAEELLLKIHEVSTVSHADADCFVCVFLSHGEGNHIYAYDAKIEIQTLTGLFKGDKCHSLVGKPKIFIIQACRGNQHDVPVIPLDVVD
Target sequence (P55212 194-293 limits assumed): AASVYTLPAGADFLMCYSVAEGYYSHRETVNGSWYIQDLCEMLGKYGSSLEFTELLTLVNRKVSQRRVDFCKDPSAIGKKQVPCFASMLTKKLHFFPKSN
FN deposition inh = inhibitors of fibronectin matrix deposition, primary screen, AH1F cells, Alexa488-fibronectin fluorescence, plate reader. AH1F fibroblasts, overnight. 0.086% of 350,000 active. inhibition, % at 12.6 µM;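 active = mean inhibition across replicates of 30% or more, regardless of how many single replicates reach that level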;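 note: positive control wells lacked labelled fibronectin entirely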
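Schedule: 1 h cell adhesion before compound, then overnight fibronectin incubation; test system: AH1F fibroblast monolayer depositing Alexa488-labelled fibronectin into matrix; quantity: 10000 AH1F cells per well; probe or stimulus: fluorescent fibronectin at 24 nM final; signal: fluorescence, ex 485 nm, em 525 nm; evaluation: percent inhibition as loss of matrix-bound fibronectin fluorescence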
PGC1a acetyl inh = inhibitors of PGC1a acetylation signal, primary screen, cell-based, U2OS, AlphaScreen, inhibitor mode | AlphaScreen anti-acetyl-lysine; with virally co-expressed GCN5 acetyltransferase | inhibition, % at 15.6 µM | 0.17% of 350,000 active | AID 651687, 2012;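 active = every replicate shows inhibition of at least 40%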;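 note: 0% = neutral control wells and 100% = positive control wells; some results beyond the cut were filed as inactive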
Cneo AK release = Cryptococcus neoformans cell lysis inducers, primary screen, AK release luminescence, single concentration; lysis activity, % at 15 µM; 0.2% of 360,000 active; AID 651654, 2012; C. neoformans lysis, adenylate kinase release luminescence, 4 h; normalised: neutral wells 0, clomiphene wells 100;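 active = mean lysis activity across replicates of at least 80%, whatever share of replicates individually reach that level; inactive = mean lysis activity below 80%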
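Material – Cryptococcus neoformans yeast cells · Quantity – 5 × 10^6 yeast cells/mL · Buffer or medium – YPD medium · Compound – single dose · Timing – 4 h static compound exposure, 37 °C, read 1 h post-reagent · Signal – adenylate kinase release luminescence · Read-out basis – lysis from increased AK signal · Benchmarks – Clomiphene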
miR122 inh = miR-122 Renilla sensor signal increase in Huh7, primary screen, miR-122 inhibitor project, cell-based, single point, plate reader. Huh7 miR-122 Renilla luciferase sensor, 48 h; neutral wells = 0, positive control = 100. activation (reporter increase), % at 12.5 µM. 0.3% of 340,000 active;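 active = mean replicate activation score at least 90 and every replicate individually at or above 90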;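 note: higher luciferase means less miR-122 activity so hits act as miR-122 inhibitors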
Active calls of the source: *; x = no result given; & = joins results of further samples; [ ] = another dose, or the depositor's remark.

SMILES	LGR2 inh	EWS-Fli block	PAX8 reporter	CASP6 VEID inh	FN deposition inh	PGC1a acetyl inh	Cneo AK release	miR122 inh
C[C@H]1CN([C@@H](C)CO)S(=O)(=O)c2ccc(C#CC3(O)CCCC3)cc2O[C@H]1CN(C)C(=O)c1ccncc1	1	1	x	2	-3	-5	0	-3[16.7 µM]
COc1cc(NC(=O)COc2cccc3c2OC(C)(C)C3)cc(OC)c1OC	3	9	26	0	2	-11	-1	-3
CCN(Cc1ccncc1)C(=O)c1ccc2c(c1)S(=O)(=O)c1ccccc1C2=O	7	11	-18	-1	39*	7	x	1
O=C(Nc1nnc(SCc2cccnc2)s1)C1CC(=O)N(c2ccccc2)C1 (configuration not stated)	-3	7	-8	2	8	-10	2	-2
CCc1nc2ccc(C(=O)NCCOc3ccc(OC)cc3)cn2c1N(C)C(=O)Cc1ccccc1	-15	4	20	-1	x	x	-1	-3
O=C(N/N=C/c1c(O)ccc2ccccc12)c1cccnc1	0	24	70*	-2	3	27	0	-20
CS/C(=N\S(=O)(=O)c1cccs1)Nc1ccc(N2CCOCC2)cc1	-1	0	4	-1	11	-5&3	0&1	2&9
COc1ccc2c(c1)Sc1ccccc1N2	-20	-18	-6	-1	x	x	x	x
CCCCP(=O)(CCCC)CCP(=O)(c1ccccc1)c1ccccc1	-10	-9	-11	-2	7	x	x	x
CCc1nc(SCC(=O)N2CCN(C(=O)c3ccco3)CC2)c2c3c(sc2n1)CCCC3	x	x	10	x	10	-6	-2	-19
COc1ccc(CNc2nc3nc(C)cc(C)n3n2)cc1	-6	-20	x	0	x	-4	-3	-5
O=S1(=O)N[C@H](Cc2ccccc2)COc2cccc(N3CCCC3)c21	-2	-1	16	-1	5	x	x	x
Cc1cc(C)nc(SCC(=O)N(C)CC(=O)Nc2c(Cl)cccc2Cl)n1	-4	-2	15	-1	1	1	0	-10
Cc1nc2n[nH]c(N)c2c2c1COC(C)(C)C2	-14	x	x	x	x	-1	-3	-6
O=C(NCc1nc2ccccc2[nH]1)c1cccc(S(=O)(=O)N2CCCCC2)c1	3	3	16	0	x	7	x	x
O=C(O)CN1C(=O)C2C3C=CC(C2C1=O)C1C(=O)N(CC(=O)O)C(=O)C31 (configuration not stated)	-3	x	2	10	4	x	x	x
COc1ccc(N2C(=O)CCC2=O)c(OC)c1	4	8	-3	1	-7	1	x	x
COc1cccc(-c2c(C(=O)O)cc(O)c3ccc(OC)cc23)c1	-22	8	-7	0	0	1	1	x
Cc1ccccc1NC(=O)c1ccc2ccccc2c1	-57	-125	-116	-9	8	x	-1	x
Cc1ccc(-c2noc(CCC(N)=O)n2)cc1	x	x	-29	x	-1	-11	0	4
C[C@@H]1CCCCO[C@@H](CN(C)Cc2ccc3c(c2)OCO3)[C@H](C)CN([C@@H](C)CO)C(=O)c2cc(NC(=O)NC3CCCCC3)ccc2O1	3	-3	-14	-2	x	0	1	1[16.7 µM]
CSc1ncc(Cl)c(C(=O)NCc2cccnc2)n1	-13	-13	9	-2	-2	39	2	-8
Cc1nc(NC(=O)COC(=O)c2ccc(S(=O)(=O)N3CCc4ccccc4C3)cc2)c(Cl)cc1Cl	12	8	5	-3	1	x	x	x
C/C(=N\NC(=O)c1ccc(N(C)C)cc1)c1ccc(C)cc1C	1	5	-2	-6	3	x	x	x
C[C@H]1CN([C@@H](C)CO)C(=O)Cc2cc(NC(=O)Nc3cccc4ccccc34)ccc2O[C@H]1CN(C)S(=O)(=O)c1ccccc1	1	8	37	x	x	-4	-5	-17[16.7 µM]
O=C(COC(=O)c1ccccc1C(=O)c1ccccc1)c1ccco1	x	x	1	x	5	4	-2	11
CCOC(=O)C1Nc2c(F)cc(C)cc2C2c3ccccc3CC12 (configuration not stated)	-13	11	-16	-2	5	8	-1	-7
Cc1ccc(S(=O)(=O)N2CCCCC2CCNC(=O)C(=O)NCc2ccccc2C)cc1 (configuration not stated)	5	15	35	-2	9	-1	0	-3
O=C(NCC1CCCO1)c1cccc(S(=O)(=O)Nc2ccc(F)cc2)c1 (configuration not stated)	-3	0	4	0	-2	-4	0	61
O=C(C[C@H]1CC[C@@H]2[C@H](COC[C@H](O)CN2Cc2ccccc2F)O1)NCc1ccccc1F	-17	-4	-5	3	-7	5	2	-8[16.7 µM]
Cc1cc(S(=O)(=O)N2CCOCC2)ccc1OCC(=O)NCC1CCCO1 (configuration not stated)	-2	1	0	1	2	x	-2	x
O=C(C(Cc1ccccc1)n1cccc1)N1CCN(c2ccccc2)CC1 (configuration not stated)	4	9	9	-2	-5	-51	-1	-4
COCC#Cc1ccc([C@@H]2[C@@H](CO)N3CCCCN(Cc4cncnc4)C[C@@H]23)cc1	-4	-5	4	2	x	5	1	0[16.7 µM]
O=C(Cn1cnc2cc([N+](=O)[O-])ccc2c1=O)Nc1ccccc1Cl	21	15	16	0	-3	3	3	-4
Cc1ccc(Cn2c(N/N=C/c3ccncc3)nc3c2c(=O)n(C)c(=O)n3C)cc1	x	13	-1	4	3	3	-5	-1
O=C(Cc1ccccc1)NN=C1CCCC1	8	-5	4	-4	19	x	-2	-10
COc1ccccc1C(=O)NCCC(=O)N1CCN(c2ccc(C(F)(F)F)cn2)CC1	-9	-2	20	2	1	-3	3	-3
O=C(/C=C/c1ccccc1)NC(=S)Nc1ccc(CN2CCOCC2)cc1	8	4	9	-4	x	x	x	x
Cc1ccc(S(=O)(=O)N(CC(=O)Nc2ccc(C)cc2C)C(=O)N2CCN(C)CC2)cc1	20	-9	-11	-3	x	-14	3	0
CC(C)c1ccc(CNC(=O)C2CC(=O)N(C3CCCCC3)C2)cc1 (configuration not stated)	1	4	-10	-1	1	-1	1	-3
O=C(COC(=O)C12CC3CC(CC(O)(C3)C1)C2)Nc1cccc(Br)c1	-33	-1	-10	-5	2	0	-3	-6
O=C(C[C@@H]1CC[C@@H]2[C@H](COC[C@H](O)CN2Cc2ccc3c(c2)OCO3)O1)Nc1ccc(-c2ccccc2)cc1	12	16	80*	-3	4	-14	2	-3[16.7 µM]
COc1ccccc1CNC(=O)C(NC(=O)C1CCCCC1)C(C)C (configuration not stated)	-4	1	2	0	-5	-2	0	-9
COC(=O)c1sc(N(C)C)c(C#N)c1-c1ccccc1	-4	6	13	3	8	-13	2	-4
COCCNC(=O)c1cc(S(=O)(=O)N(C)c2ccccc2OC)ccc1C	6	3	-9	-106	8	6	x	x
COCC(=O)Nc1ccc2c(c1)OC[C@H](C)N(C(=O)c1ccccn1)C[C@H](C)[C@H](OC)CN(C)C2=O	13	-2	-1	x	1	-1	-2	2[16.7 µM]
CC1(C(=O)NS(=O)(=O)Cc2ccccc2)CCN1C(=O)c1ccc(C2CCCCC2)cc1 (configuration not stated)	6	7	-6	-1	8	-10	-2	-4
CO[C@H]1CN(C)C(=O)c2cc(NS(=O)(=O)c3ccccc3F)ccc2OC[C@H](C)NC[C@@H]1C	-7	-2	x	3	-6	9	-3	11[16.7 µM]
Cc1ccccc1S(=O)(=O)Cc1ccc(C(=O)N2CCN(c3ccccc3F)CC2)o1	1	x	2	3	-15	x	x	x
COC(=O)C[C@H]1CC[C@@H]2[C@H](COc3ccc(NC(=O)Nc4cccc(Cl)c4)cc3C(=O)N2C)O1	27	60*	-68	1	-5	4	0	-2[16.7 µM]
CCc1ccc(S(=O)(=O)Nc2c(C)nc3nc[nH]n3c2=O)cc1	-6	8	-24	-3	0	x	0	x
C[C@@H]1CN([C@@H](C)CO)C(=O)Cc2cc(NS(=O)(=O)c3ccc(Cl)cc3)ccc2O[C@@H]1CN(C)Cc1ccc(C(=O)O)cc1	10	3	x	0	x	9	x	-1[16.7 µM]
CC(C)(C)c1nnc2sc(SCC(=O)N3CCCCC3)nn2c1=O	-11	8	x	-1	-3	x	-1	-6
CC(C)CCN(C(=O)CNC(=O)c1ccco1)C(C(=O)NC1CCCCC1)c1cccnc1 (configuration not stated)	11	2	7	3	-5	5	-1	-5
Cc1ccc(N=Nc2ccc(O)c3ncccc23)cc1C	11	-24	6	1	15	x	-6	x
CC(=O)Nc1ccc(/C=C/c2nc3ccccc3[nH]c2=O)cc1	-42	-37	-85	-1	2	-5	7	-17
CN(C)S(=O)(=O)c1ccc2oc(SCC(=O)Nc3ccccc3F)nc2c1	-42	-73	-159	-2	-2	-4	x	7
N#Cc1ccc(-c2ccc(C3[C@@H]4CN(C(=O)C5CCOCC5)C[C@H]3N4)cc2)cc1 (some centres not stated)	-9&-1	26&20	-14&6	-1&5	-9&-3	15&7	x	x
Cc1ccc(-n2cccc2/C=C2/C(=N)N3C(=NC2=O)SN=C3S(C)(=O)=O)cc1	-6	x	-12	x	-5	7	x	x
COc1ccc(N2CCN(CC(=O)NC(C)c3ccccc3)CC2)cc1 (configuration not stated)	7	5	10	1	-5	-2	1	-3
Next section.
SMILES	LGR2 inh	EWS-Fli block	PAX8 reporter	CASP6 VEID inh	FN deposition inh	PGC1a acetyl inh	Cneo AK release	miR122 inh
COc1ccc(OC)c(C(O)c2ncc(-c3ccc(C(F)(F)F)cc3)[nH]2)c1 (configuration not stated)	13	-2	3	0	2	x	3	x
O=C(CN1C(=O)CSC1=O)Nc1ccccc1N1CCOCC1	x	x	x	x	-22	0	-1	-4
Fc1ccc2c(c1)/C(=N/Nc1ccccn1)CCS2	13	3	21	-5	8	6	x	x
COc1cc(OC)cc(C(=O)N2CCN(Cc3ccccc3Br)CC2)c1	42	12	32	3	5	x	x	6
CC(=O)Nc1ccc2c(c1)C(=O)N(C)[C@@H]1CC[C@@H](CC(=O)NCc3ccccc3)O[C@H]1CO2	-11	-11	-1	-3	-4	4	3	-4[16.7 µM]
O=C(COC(=O)/C=C/c1ccc(Br)o1)NC1CCCCC1	-7	-2	-12	17	9	5	1	-5
COc1ccc(CN(C)C[C@H]2Oc3ccc(NS(=O)(=O)c4ccc(F)cc4)cc3CC(=O)N([C@@H](C)CO)C[C@H]2C)cc1	-1	6	-3	-1	-3	2	1	-6[16.7 µM]
Cc1c(NC(=O)Nc2ccccc2)c(=O)n(-c2ccccc2)n1C	20	1	-19	2	-10	6	-7	1

Fetched by compound from the entries so far (4):
SMILES	LGR2 inh	EWS-Fli block	PAX8 reporter	CASP6 VEID inh	FN deposition inh	PGC1a acetyl inh	Cneo AK release	miR122 inh
COc1ccc(OC)c(C(O)c2ncc(-c3ccc(C(F)(F)F)cc3)[nH]2)c1 (configuration not stated)	13	-2	3	0	2	x	3	x
O=C(CN1C(=O)CSC1=O)Nc1ccccc1N1CCOCC1	x	x	x	x	-22	0	-1	-4
COc1ccc(CN(C)C[C@H]2Oc3ccc(NS(=O)(=O)c4ccc(F)cc4)cc3CC(=O)N([C@@H](C)CO)C[C@H]2C)cc1	-1	6	-3	-1	-3	2	1	-6[16.7 µM]
Cc1c(NC(=O)Nc2ccccc2)c(=O)n(-c2ccccc2)n1C	20	1	-19	2	-10	6	-7	1

Some of these compounds in order of their number in LGR2 inh, smallest number first:
smiles | LGR2 inh
CC(=O)Nc1ccc2c(c1)C(=O)N(C)[C@@H]1CC[C@@H](CC(=O)NCc3ccccc3)O[C@H]1CO2 | -11
O=C(COC(=O)/C=C/c1ccc(Br)o1)NC1CCCCC1 | -7
Fc1ccc2c(c1)/C(=N/Nc1ccccn1)CCS2 | 13
